Compound activity as filed in PubChem BioAssay.
NOD2 RIPK2 PPI: NOD2-RIPK2 protein interaction inhibition; inhibition, % at 4.98 µM; 360,000 tested, 0.38% active; O43353; CHO BLA complementation NOD2-RIPK2, CCF4 ratio; in the data active = inhibition above about 21%;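 also: 0% = vehicle only and 100% = reference blocker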
Target sequence (O43353 whole entry, looked up): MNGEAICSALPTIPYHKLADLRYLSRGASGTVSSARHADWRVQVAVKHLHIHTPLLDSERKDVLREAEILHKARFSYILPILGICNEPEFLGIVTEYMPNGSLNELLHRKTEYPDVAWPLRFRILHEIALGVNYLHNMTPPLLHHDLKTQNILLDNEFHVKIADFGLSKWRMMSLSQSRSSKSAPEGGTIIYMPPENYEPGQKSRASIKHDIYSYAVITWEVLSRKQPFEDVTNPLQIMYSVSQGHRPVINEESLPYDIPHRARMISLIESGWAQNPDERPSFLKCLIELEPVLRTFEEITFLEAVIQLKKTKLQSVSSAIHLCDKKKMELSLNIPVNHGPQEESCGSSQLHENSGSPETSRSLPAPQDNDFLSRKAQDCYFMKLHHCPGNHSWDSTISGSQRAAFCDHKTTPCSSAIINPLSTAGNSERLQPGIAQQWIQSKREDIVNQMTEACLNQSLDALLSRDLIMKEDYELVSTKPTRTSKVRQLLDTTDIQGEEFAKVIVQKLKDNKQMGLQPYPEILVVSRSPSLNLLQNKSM
HTR2A ag: agonists of mouse serotonin 5-HT2A receptor (HTR2A); P35363; CHO-K1 mHTR2A beta-arrestin complementation, luminescence; percent of 30 µM serotonin response; activation, % at 7.6 µM; 360,000 tested, 0.66% active; AID 624169;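 active = activation above a run cutoff, the mean activation of all tested compounds plus 3 SD, cut at about 14% in these data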;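 also: 0% = plate median of compound wells and 100% = 30 µM serotonin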
Target sequence (P35363 whole entry, looked up): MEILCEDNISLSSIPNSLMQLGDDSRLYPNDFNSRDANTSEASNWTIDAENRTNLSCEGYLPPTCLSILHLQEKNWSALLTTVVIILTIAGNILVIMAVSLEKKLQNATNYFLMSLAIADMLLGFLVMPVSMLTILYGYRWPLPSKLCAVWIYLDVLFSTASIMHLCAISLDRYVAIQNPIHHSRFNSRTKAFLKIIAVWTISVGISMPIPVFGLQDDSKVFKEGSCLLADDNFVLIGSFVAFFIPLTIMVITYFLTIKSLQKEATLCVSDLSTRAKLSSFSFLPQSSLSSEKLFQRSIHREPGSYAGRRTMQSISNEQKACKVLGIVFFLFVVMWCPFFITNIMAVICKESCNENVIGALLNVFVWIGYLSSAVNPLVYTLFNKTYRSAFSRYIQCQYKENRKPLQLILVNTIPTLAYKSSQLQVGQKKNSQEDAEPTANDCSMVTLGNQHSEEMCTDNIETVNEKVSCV
TLR9-MyD88 inh: blocks human TLR9 binding to MyD88. 340,000 tested, 0.21% active. CHO BLA complementation TLR9-MyD88, CCF4 FRET ratio. inhibition, % at 4.98 µM;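 active = inhibition above the mean over all tested compounds plus 3 SD, cut at about 21% in these data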;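 also: 0% = DMSO only wells and 100% = clavulanate BLA inhibitor control wells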
H9c2 protect: myocardial damage modulation in H9c2 cells; H9c2 cardiomyocytes, H2O2 injury protection, ATPLite, 2 h; protection from H2O2 cell death, % at 20 µM; 360,000 tested, 0.63% active;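 active = compounds giving at least 50% protection of heart cells from peroxide-induced death in the single-dose screen, raw or plate-pattern-corrected value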;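 also: 0% = DMSO wells with peroxide and 100% = DMSO wells without peroxide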
MC4R antagonist: blocks human MC4R cAMP signaling | inhibition, % at 6.5 µM | MC4R-expressing cells, MTII-stimulated cAMP, LANCE TR-FRET | P32245 | 360,000 tested, 0.48% active | AID 540295;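 active = inhibition above its plate's cutoff, the mean of tested wells on that plate plus 3 SD, cut at about 29% in these data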;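 also: 0% = Melanotan II alone and 100% = Melanotan II plus saturating MCL0020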
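Test system: U2OS cells stably expressing human melanocortin 4 receptor (MC4R); also added: Melanotan II challenge; compound: 6.5 µM single dose; timing: 30-min compound preincubation, 1-h Melanotan II challenge, 1-h detection, room temperature; signal: Eu-cAMP/anti-cAMP TR-FRET, emission 671 nm; repeats: one well per compound, no replicates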
ABHD5-PLIN5 inh: blocks binding of human ABHD5 to perilipin-5 | inhibition, % at 4 µM | 360,000 tested, 0.78% active | Split G. princeps luciferase complementation, luminescence, 4 h | Q00G26+Q8WTS1;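 active = inhibition above the mean inhibition across every tested compound plus 3 SD, cut at about 22% in these data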;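 also: 0% = DMSO only wells and the 100% control is not disclosed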
ABCB6 inh MLPCN: human ABCB6 transporter inhibition; Q9NP58; fluorescence ratio to DMSO, % at 10 µM; K562-ABCB6 porphyrin accumulation, flow cytometry, 1 h; stronger effect = lower value; 360,000 tested, 0.19% active;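 active = fluorescence ratio to DMSO below 75%, the collection mean minus 3 SD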;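 also: signal is porphyrin accumulated inside mitochondria; 100% equals median channel fluorescence of DMSO control wells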
Glyco luc inh: N-linked glycosylation inhibition | reporter increase, % at 12.5 µM | 360,000 tested, 0.23% active | D54 ERlucT glycosylation luciferase reporter, 24 h; percent of 100 nM tunicamycin response | AID 588692;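 active = mean luciferase reporter signal, scaled so untreated is 0 and the glycosylation-blocking control 100, at or above a set limit in every replicate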;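 also: luciferase carries N-glycosylation sites so blocking glycosylation raises the light; 0% = median of neutral control wells and 100% = median of 100 nM tunicamycin wells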
NCOA2 inhibitor: inhibits human steroid receptor coactivator 2; Q15596; HEK293 GAL4-SRC2 luciferase reporter, luminescence; inhibition, % at 9 µM; 370,000 tested, 0.17% active;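 active = inhibition above the mean inhibition of all tested compounds plus 3 SD, set per campaign, cut at about 52% in these data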;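 also: 0% = DMSO treated cells and 100% = cells given Gossypol at 36 µM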
MC4R barr agon: agonists of human melanocortin 4 receptor (MC4R) beta-arrestin | U2OS MC4R beta-arrestin complementation, luminescence; percent of melanotan II response, DMSO zero | activation, % at 8.9 µM | 360,000 tested, 0.98% active | AID 540308;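 active = activation above a per-plate cutoff, the mean activation of sample wells on that plate plus 3 SD, cut at about 8% in these data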
The depositor's hits bear a star; nt = no result given. Not all compounds are listed; count on the stated rates, not on these rows.

Compound,NOD2 RIPK2 PPI,HTR2A ag,TLR9-MyD88 inh,H9c2 protect,MC4R antagonist,ABHD5-PLIN5 inh,ABCB6 inh MLPCN,Glyco luc inh,NCOA2 inhibitor,MC4R barr agon
c1ccc(N2CCN(C3CCSC3)CC2)cc1 (stereo not given),-2,0,7,1,-1,-3,100,3,1,-0.7
O=C1c2ccccc2C(c2nnnn2Cc2ccccc2)N1CCc1c[nH]c2ccccc12 (stereo not given),6,1,nt,nt,nt,4,92,nt,-32,nt
Cn1nnnc1NCc1cccc(Cl)c1Cl,-13,-3,-4,-1,1,-1,96,-1,11,-1.2
COC(=O)C(C(=O)OC)C1C=CCN(C(C)=O)C1 (stereo not given),-3,8,-2,22,8,3,101,2,-4,-0.9
O=C(O)CSc1ccnc2cc(Cl)ccc12,1,-1,-6,3,7,-7,102,2,4,1.6
COc1ccc2c(c1)c1ncn(Cc3ccc(F)cc3)c(=O)c1n2C,-5,4,nt,-1,-13,7,96,-3,-11,0.5
O=C(CN1CCOC1=O)N1CCCC(N2CCN(c3cccc(C(F)(F)F)c3)CC2)C1 (stereo not given),0,4,10,-5,-5,2,105,2,-16,-1.9
COc1cc(C(=O)Nc2cc(C)ccn2)cc(OC)c1OC,4,3,-6,7,5,-1,98,3,0,1.7
CCC1CCC(C(=O)NC(C(=O)NCCc2ccc(S(N)(=O)=O)cc2)C(C)C)CC1 (stereo not given),-8,6,-1,-2,5,-2,103,3,-2,-0.6
Cc1ccoc1C(=O)NCCNc1ccc(Cl)cc1[N+](=O)[O-],4,1,-3,-2,-1,2,99,-2,-20,-2.1
CCc1noc(C)c1C(=O)OCC(=O)N(CC)c1c(N)n(Cc2ccccc2)c(=O)[nH]c1=O,0,11,-2,3,2,-7,103,1,-8,-3.0
COc1ccccc1C(=O)Nc1ccnn1C1CCN(Cc2cn(C)c3ccccc23)CC1,2,-8,9,10,6,14,102,1,-5,-1.5
Cc1ccc(NC(=O)Cc2n[nH]c(=O)c3ccccc23)cc1S(=O)(=O)N1CCCCCC1,8,13,-10,-14,9,3,99,-4,23,1.2
COc1cc2ccccc2cc1C(=O)Nc1ccc(Cl)cn1,-13,-3,-5,-8,-1,0,102,0,-33,1.2
CCOC(=O)c1c(C)oc2ccc(OCC(=O)N(CC)CC)cc12,-2,7,-11,5,2,-5,99,2,-5,0.0
COC(=O)Cc1cnc(NC(=O)C2C3CCC(C3)C2C(=O)O)s1 (stereo not given),-8,2,-3,-3,0,2,99,0,-1,-3.0
C=CCNC(=O)c1csc(-c2ccccc2)n1,0,-1,-1,5,2,2,98,2,7,-0.6
Cc1nn(C)c(=O)n1N(C)c1ncc(C(F)(F)F)cc1Cl,1,-2,-6,-4,-2,0,103,1,-3,-1.7
Cc1cc(Cl)ccc1C(O)c1ncc(-c2ccccc2C(F)(F)F)[nH]1 (stereo not given),7,-1,nt,-7,0,-2,99,-1,1,-0.7
COc1cc(/C=N/Nc2ccccc2)ccc1O,-5,6,-2,0,8,4,98,2,-8,0.4
COc1cccc(-n2c(CN3CCN(c4cccc(C)c4)C(C)C3)nc3ccc([N+](=O)[O-])cc3c2=O)c1 (stereo not given),-5,7,3,5,4,-22,98,-4,-5,-1.9
COc1cccc(S(=O)(=O)NCc2ccc(C(=O)Nc3ccc(C)cc3)cc2)c1,1,-1,-2,-2,14,-6,94,-5,-2,1.3
Cc1cc(C(=O)NC2CC(C)(C)Cc3c2cnn3-c2ccc(F)cc2)nn1C (stereo not given),-2,0,6,-6,6,8,98,0,-3,2.5
O=C(NCCc1ccccn1)c1cccc(S(=O)(=O)N2CCc3ccccc32)c1,-1,-6,5,17,9,-1,98,-2,4,-3.3
COc1cccc(OC)c1OCCCCN1CCCCC1,-2,-3,0,4,22,6,96,0,-18,-1.1
O=C(CCc1ccccc1)Nc1nnc(-c2cccs2)o1,-8,1,2,28,10,-7,100,1,16,-2.5
COc1cccc(C2CC(=O)Nc3cc4c(cc32)CCC4)c1 (stereo not given),-3,6,-5,-17,-11,9,95,7,-11,1.2
COCCCn1c(C(=O)Nc2ccc3c(c2)OCO3)cc2c(=O)n3ccccc3nc21,4,5,0,8,-1,0,94,-12,-4,-0.7
O=C(CCC(=O)NNC(=O)COc1ccccc1)NCc1ccccc1,-8,-1,2,7,-1,5,97,0,nt,-2.0
O=C(COc1ccccc1F)Nc1ccccc1C(=O)NC1CC1,0,11,-8,4,14,-5,99,-1,4,-0.2
O=C(CCS(=O)(=O)c1ccc(Cl)cc1)Nc1ccc(N2CCOCC2)cc1,-5,1,-2,-5,8,-2,101,2,-9,-0.3
Cc1[nH]c2ccc(C(=O)NCCCN3CCOCC3)cc2c1C,-2,3,-7,-4,-1,-4,99,0,0,-3.3
CN(C)CCCNc1nc2cc(-c3cnn(Cc4ccccc4)c3)sc2c(=O)n1C,-6,-2,nt,-8,-2,1,103,-4,-4,-0.1
CCOC(=O)c1sc(NC(=O)CSc2nnnn2-c2ccccc2)c(C(=O)OCC)c1C,4,1,4,7,5,6,89,3,nt,-0.1
N#Cc1ccc(OCC(=O)NCCCn2ccnc2)cc1,-7,-8,1,0,2,-3,99,3,17,-0.8
Cc1cc([N+](=O)[O-])nn1Cc1ccc(C(=O)N/N=C/c2ccc(N(C)C)cc2)cc1,-5,1,-13,1,4,-3,96,-2,10,-1.7
CN(C)c1ccnc2sc(C(=O)c3ccc(Br)cc3)c(N)c12,-4,-1,5,-10,5,1,97,-3,14,-1.1
CCOCCCNC(=O)C(c1ccc(OC)cc1)N(Cc1cccs1)C(=O)CNC(C)=O (stereo not given),-5,3,4,1,-6,-2,101,0,10,-0.8
O=C1CC(N2CCOCC2)C(=O)N1Cc1ccc(N2CCCC2=O)cc1 (stereo not given),-10,4,6,-2,-4,-1,97,3,15,-0.7
COc1cc(O)c(NC(C)=O)c2nonc12,2,-3,-8,1,19,-44,102,3,-13,0.8
COc1ccccc1NC(=O)CCCN1C(=O)C(c2ccccc2)Oc2cccnc21 (stereo not given),8,2,6,0,0,-2,94,-5,-13,-0.6
CCCCCC(=O)Nc1cccc(C2=NOC3(C2)C[C@H](C(N)=O)N(C(=O)c2ccccc2C(=O)c2ccccc2)C3)c1 (stereo not given in full),-6,3,7,2,8,6,97,1,-11,-1.2
O=C(Cc1ccc(-n2c(=O)c3ccccc3n(Cc3ccc(F)cc3)c2=O)cc1)NCC1CCCO1 (stereo not given),3,-5,-4,-1,13,-3,94,-5,13,-0.6
COc1c(Cl)cc(C(=O)NCc2ccco2)cc1Cl,4,-2,6,-6,11,1,97,1,-35,-0.6
CCOc1cc(C(C(=O)NCC2CCCO2)N(C(=O)Cn2nnc3ccccc32)c2ccc(C(C)=O)cc2)ccc1O (stereo not given),-16,1,-2,9,15,-5,100,1,-34,-0.2
O=C(O)/C=C/S(=O)(=O)c1ccc2ccccc2c1,-9,0,3,9,3,2,92,2,-4,-1.8
O=C(CSc1nc2ccccc2c(=O)n1-c1ccccc1)N/N=C/C=C/c1ccccc1[N+](=O)[O-],-4,-1,-4,-1,7,6,98,-4,6,-1.7
Cc1ccc(N(CC(=O)NCc2ccc3c(c2)OCO3)C(=O)c2csnn2)cc1,-4,-7,4,3,4,6,99,1,-36,-0.6
CCOC(=O)c1cc(C(=O)Nc2sc3c(c2C#N)CCCC3)nn1C,-7,-2,-4,-8,4,-3,101,-1,8,-1.4
CCOC(=O)C1=C(COC(=O)c2cccnc2Cl)NC(=O)NC1C (stereo not given),3,9,0,-1,-7,-8,103,0,5,-1.7
COC(=O)c1c(C)[nH]c(C)c1-c1cccc([N+](=O)[O-])c1,-5,-5,4,-21,-1,-4,93,2,30,-5.1
CC(=N\Nc1ccccc1)/C(=N/O)C(=O)Nc1ccccc1,-92,-1,4,-4,-2,0,99,1,-36,-1.2
O=C(NCC1CCCCC1)c1cc2ccccc2cc1O,-1,7,7,-14,2,-2,97,0,-73,3.2
NC(=O)CNC(=O)[C@@H]1CC2(CC(c3cccc(Br)c3)=NO2)CN1C(=O)c1ccc(Br)cc1 (stereo not given in full),1,0,-1,-1,-4,11,95,4,0,-0.5
O=C(O)c1cccc(N/N=C/c2cc(Br)cc(Br)c2O)c1,-4,2,6,13,4,1,94,2,-39,-0.8
O=C(O)CSc1nnc(COc2cccc3ccccc23)o1,1,5,-5,0,12,6,100,2,12,-0.3
CCCc1c(O)nc(SCC(=O)NCc2ccco2)[nH]c1=O,-3,1,0,-3,16,9,100,-1,9,-1.2
CC(=O)c1ccc(S(=O)(=O)N(C)CC(=O)N2CCCCCC2)cc1,0,7,4,0,22,-6,100,2,8,0.1
COc1ccc(CC(=O)NNC(=O)CSc2nnc(Cc3ccc(OC)cc3)n2-c2ccccc2)cc1,-12,6,-8,-4,-2,5,100,1,12,-2.4
O=C(NCc1ccccn1)c1ccc(Cl)c(S(=O)(=O)N2CCCCC2)c1,1,-1,1,8,15,-8,100,0,7,-1.7

The results go on:
Compound,NOD2 RIPK2 PPI,HTR2A ag,TLR9-MyD88 inh,H9c2 protect,MC4R antagonist,ABHD5-PLIN5 inh,ABCB6 inh MLPCN,Glyco luc inh,NCOA2 inhibitor,MC4R barr agon
CSc1ccc(CN(C)C(=O)c2cc(=O)c3ccccc3o2)cc1,-12,-2,6,-2,3,7,169,-2,-8,2.6
COC(=O)c1cc(S(=O)(=O)NCc2ccc3c(c2)OCO3)cn1C,-1,3,-10,2,5,-6,95,0,-1,-2.5
O=S(=O)(c1ccc(SCCOc2cccc(Br)c2)nc1)N1CCCC1,-8,10,-9,-16,6,-6,94,-4,-49,-1.6
O=C(NNC(=O)c1ccccc1C(=O)O)c1ccc(S(=O)(=O)N2CCCCC2)cc1,-8,-7,-8,5,-1,-4,101,2,-31,-1.9
Cc1cc(C)nc(/N=C(\N)Nc2ccc(-c3ccccc3)cc2)n1,-3,-7,-7,-24,-8,10,99,25,8,-1.1
CN(C)S(=O)(=O)c1cccc(NC(=O)c2ccccc2SCC(=O)N2CCCC2)c1,-11,4,6,-6,9,4,88,0,1,0.1
Clc1ccc(C=Cc2ccccn2)c(Cl)c1,-6,-4,-5,-16,-6,-4,97,-10,-64,-1.5
COCCn1c(SCC(=O)Nc2ccc(NC(C)=O)cc2)nc2c([nH]c3ccccc32)c1=O,-3,0,-3,-1,5,-1,99,nt,-35,-1.7

Entries of single compounds as entered above.
`O=C(CN1CCOC1=O)N1CCCC(N2CCN(c3cccc(C(F)(F)F)c3)CC2)C1` (stereo not given) across the screens: NOD2 RIPK2 PPI = 0; HTR2A ag = 4; TLR9-MyD88 inh = 10; H9c2 protect = -5; MC4R antagonist = -5; ABHD5-PLIN5 inh = 2; ABCB6 inh MLPCN = 105; Glyco luc inh = 2; NCOA2 inhibitor = -16; MC4R barr agon = -1.9
`COc1ccccc1NC(=O)CCCN1C(=O)C(c2ccccc2)Oc2cccnc21` (stereo not given) across the screens: NOD2 RIPK2 PPI = 8; HTR2A ag = 2; TLR9-MyD88 inh = 6; H9c2 protect = 0; MC4R antagonist = 0; ABHD5-PLIN5 inh = -2; ABCB6 inh MLPCN = 94; Glyco luc inh = -5; NCOA2 inhibitor = -13; MC4R barr agon = -0.6
